D3 ag: agonists of human D3 dopamine receptor; P35462; D3R DiscoveRx beta-arrestin cells, luminescence, 90 min; max activation, %; hit rate 0.58% among 410,000; AID 652048; in the data active = max activation above about 30%; note: 0% is about no effect; mostly tested at two doses, the higher about 12 µM
Target sequence (P35462 whole entry, looked up): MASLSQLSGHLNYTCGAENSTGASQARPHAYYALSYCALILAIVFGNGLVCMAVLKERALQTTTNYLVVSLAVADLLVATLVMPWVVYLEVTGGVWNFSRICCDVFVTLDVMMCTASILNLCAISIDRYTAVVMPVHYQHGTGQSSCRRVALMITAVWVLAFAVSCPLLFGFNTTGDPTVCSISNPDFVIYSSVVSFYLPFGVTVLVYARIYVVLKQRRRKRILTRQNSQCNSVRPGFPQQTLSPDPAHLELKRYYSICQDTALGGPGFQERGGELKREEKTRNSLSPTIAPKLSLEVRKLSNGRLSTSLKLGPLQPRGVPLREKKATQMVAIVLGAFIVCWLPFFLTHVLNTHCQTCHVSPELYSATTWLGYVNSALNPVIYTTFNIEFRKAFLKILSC
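Agonist mode: compounds and dopamine controls were applied to plated cells for 90 min at 37 degrees C after an overnight attachment at 1500 cells/well. Luminescent read-out followed 30 - 60 minutes at room temperature with DiscoveRx detection reagent.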
HT1080-NT tox: kills 2HG-producing HT-1080-NT fibrosarcoma cells. hit rate 1.6% among 360,000. Potency, µM (top dose mostly 46.1 µM), without a hit: top-dose activity, negative = less viability, hits mostly cytotoxic. HT-1080-NT fibrosarcoma viability, CellTiter-Glo ATP luminescence, 48 h;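 note: NT is the 2HG producing partner of a matched IDH1 knockdown line; potency is the fitted concentration of half-maximal effect; 0% = DMSO-treated cells and -100% = media-only wells without cells; nearly all actives have a fitted effect of over 55% in size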
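Viability by CellTiter-Glo luminescence after 48 h compound exposure at 37C of HT-1080-NT cells (750/well, RPMI, 5% FBS). % activity scaled between DMSO wells and medium-only wells, then curve-fitted and categorized by curve class.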
SW480 rerep: inducers of DNA re-replication in SW480 colon cancer cells. SW480 DNA re-replication, Hoechst DNA content imaging, 48 h. Potency, µM (series often up to 46.1 µM), for the others: at the highest dose re-replication activation, most hits filed as activators. hit rate 1.8% among 340,000. AID 624297; note: potency is the fitted concentration of half-maximal effect; % of control where 0% means no effect; nearly all actives have a fitted effect of over 55% in size
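DNA re-replication was detected as more nuclei of elevated Hoechst intensity after 48 hr exposure to compound (23 nL pinned per well of 250 cells).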
IL-1B inflam inh: inflammasome signaling inhibition, IL-1 beta readout. THP-1 LPS/ATP IL-1B secretion, AlphaLISA, 16 h; active compounds read low. hit rate 4.7% among 360,000. activity change, % at 57.5 µM; in the data active = activity change below about -50%; inconclusive = mostly about -30% to -49%; note: % is set by controls: 0 for no effect and ±100 for the full control effect
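Secreted IL-1B measured by AlphaLISA bead assay after 16 h compound exposure of THP-1 cells; compounds (final up to 57.5 uM) added 1 h before LPS (250 ng/mL) and ATP (1.25 mM) stimulation; lower signal means less secretion.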
HT1080 IDH1KD tx: HT-1080 IDH1 knockdown cell toxicity (counter line). hit rate 2% among 360,000. HT-1080 IDH1 knockdown viability, ATP luminescence, 48 h. Potency, µM (series often up to 46.1 µM), for inactives: at the top dose activity, negative = toxicity, actives largely listed as cytotoxic;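 note: potency is the fitted concentration of half-maximal effect; 0% = DMSO wells and -100% = cell-free medium wells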
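IDH1KD HT-1080 cells, 750/well, RPMI + 5% FBS; compound pinned after 2 h settling; 48 h, 37 °C; CellTiter-Glo luminescence; % activity normalised to DMSO and no-cell wells; curves fitted, classed by r2 and efficacy.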
D3 antag: D3 dopamine receptor (human) antagonism | hit rate 2.5% among 360,000 | D3R cells, DiscoveRx beta-arrestin luminescence, antagonist mode; active compounds read low | P35462 | max response, negative = inhibition, % | AID 652054; in the data active = max response below about -50%; inconclusive = no clear call, values can overlap the other calls; note: % is set by controls: 0 for no effect and ±100 for the full control effect; mostly tested at two doses, the higher about 12 µM
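Cells expressing the human receptor were seeded at 1500 cells/well, incubated overnight at 37 degrees C in 5% CO2, then exposed to library compounds with dopamine controls for 90 minutes at 37 degrees C before luminescent detection.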
KB-3-1 cytotox: kills parental KB-3-1 adenocarcinoma cells | AID 1347075 | Potency, µM (doses to about 46.1 µM), for the others: top-dose activity change, negative = cytotoxic, usual class: cytotoxic | KB-3-1 viability, CellTiter-Glo ATP luminescence, 72 h | hit rate 1.4% among 400,000; note: potency is the fitted concentration of half-maximal effect; % is set by controls: 0 for no effect and ±100 for the full control effect; nearly all actives have a fitted effect of over 60% in size
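KB-3-1 cells, DMEM (no phenol red) + 10% FBS; compound by pin transfer, 72 h, 37 °C. Readout: CellTiter-Glo luminescence after 10 min. Data normalized, curve-fitted.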
KB-V1 MDR tox: KB-V1 MDR subline cytotoxicity; KB-V1 MDR cells viability, CellTiter-Glo, 72 h; Potency, µM (series often up to 46.1 µM), for the others: at the top dose activity change, negative = cytotoxicity, usual class: cytotoxic; hit rate 3.4% among 400,000; AID 1347076; note: potency is the fitted concentration of half-maximal effect; % is set by controls: 0 for no effect and ±100 for the full control effect; nearly all actives have a fitted effect of over 60% in size
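KB-V1, DMEM (no phenol red) + 10% FBS; cpd pin-transferred, titration series; 72 h, 37 degrees C; CellTiter-Glo, luminescence. Data normalized, curve-fit.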
GLP-1R agonist: activates the human GLP-1 receptor; P43220; HEK293 GLP-1R CRE-luciferase, luminescence, 4-6 h; cells express a hypersensitive GLP-1R form; Potency, µM (doses to about 45.6 µM), for inactives: at the top dose activation, hits mostly activators; hit rate 0.007% among 380,000; AID 624172; note: potency is the fitted concentration of half-maximal effect; % of control where 0% means no effect
Target sequence (P43220 whole entry, looked up): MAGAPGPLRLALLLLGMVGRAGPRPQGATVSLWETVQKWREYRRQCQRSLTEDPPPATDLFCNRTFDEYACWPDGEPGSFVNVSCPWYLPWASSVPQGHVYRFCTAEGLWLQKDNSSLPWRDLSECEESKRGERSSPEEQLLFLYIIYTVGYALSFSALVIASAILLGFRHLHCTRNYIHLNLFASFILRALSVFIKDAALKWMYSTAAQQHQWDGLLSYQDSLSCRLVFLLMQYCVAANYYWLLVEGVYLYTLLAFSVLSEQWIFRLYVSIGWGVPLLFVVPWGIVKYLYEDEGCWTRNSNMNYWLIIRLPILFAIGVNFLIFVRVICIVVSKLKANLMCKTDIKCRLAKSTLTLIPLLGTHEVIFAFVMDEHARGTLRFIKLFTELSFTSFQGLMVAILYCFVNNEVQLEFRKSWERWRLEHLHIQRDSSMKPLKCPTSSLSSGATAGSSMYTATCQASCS
Numbers without * were called inactive; ? = inconclusive; · = no result given; & = joins results of further samples; [ ] = another dose, or the depositor's remark. Unless noted, calls come from the whole dose curve; as a rule, active = well fitted curve in the direction sought with a large enough effect; inconclusive = small, poorly fitted or top-dose-only effect, or another doubt; inactive = no such curve, though single readings can be large; an effect the other way counts as inactive or inconclusive. Compounds as they come; overall some 12% were active at least once.

SMILES	D3 ag	HT1080-NT tox	SW480 rerep	IL-1B inflam inh	HT1080 IDH1KD tx	D3 antag	KB-3-1 cytotox	KB-V1 MDR tox	GLP-1R agonist
CCOC(=O)C1CCN(S(=O)(=O)c2cccc(-c3cn4ccccc4n3)c2)CC1	0	1%	-5%	13	-7%	2	-24%	-9%	27%
N#CCC1(O)C(=O)N(Cc2ccccc2)c2ccccc21 (stereo not given)	8	2%	·	22	5%	6	10%	54%	9%
O=C(COc1cccc2ccccc12)Nc1nc2ccccc2[nH]1	0	-22%	1%	23	?	32	3%	4%	-5%
CCOC(=O)/C=C/c1cccc(C)c1O	4	22%	·	2	26%	1	?	-9%	·
Cc1ccc2nc(-c3ccncc3)cc(C(=O)Nc3ccc4c(c3)OCCO4)c2c1	5	?	?	3	9.2µM*	41	?	?	17%
Cn1c(=O)c2c(ncn2CC(=O)N/N=C/C=C\c2ccccc2[N+](=O)[O-])n(C)c1=O	-2	3%	-5%	17	0%	10	-1%	-4%	-1%
CC1CCCC(C)N1CCCNC(=O)c1nn(C)c2c1CSc1ccccc1-2 (stereo not given)	-4	-1%	?	?	17%	-9	-3%	-5%	-7%
COc1ccc(S(=O)(=O)N(CC(=O)NCCSc2ccccn2)c2ccccc2)cc1	2	-17%	5%	17	0%	9	-5%	-16%	5%
Cc1cccc(NC(=O)[C@H](Cc2ccccc2)NC(=O)OCc2ccccc2)c1	-5	-5%	·	0	-3%	0	0%	?	3%
Cc1cc2c(cc1C)-c1nnnn1C(N1CCCCC1)C(=O)N2 (stereo not given)	-8	1%	·	29	1%	-12	-17%	?	·
COc1ccccc1NC(=O)N1CCCC1C(=O)NCc1ccccc1F (stereo not given)	-3	18%	-18%	5	20%	-12	-2%	-3%	1%
COc1ccc(C(=O)N2CCN(Cc3ccc4c(c3)OCO4)CC2)cc1OC	-10	-1%	-4%	16	?	-6	-27%	-22%	7%
CCOC(=O)CC1C(=O)NCCN1C(=O)c1ccc(F)cc1F (stereo not given)	7	19%	-3%[9.22 µM]	7	21%	0	14%	15%	-9%
NC(=O)c1ccc(-n2nnnc2Oc2ccc(Br)cc2)cc1	-2	16%	-1%	-15	17%	-1	8%	0%	7%
Cc1[nH]c2ccccc2c1C(=O)CSC(=S)N1CCCCC1	1	1%	2%	-29	-14%	13	-4%	13µM*	1%
O=C(Nc1ccccc1)Nc1cccc2ccccc12	-1	-14%	-6%	2	10%	-11	9%	-15%	11%
CCCn1c(=O)c2c(nc3n2CC(C)CN3Cc2ccccc2)n(C)c1=O (stereo not given)	5	-3%	-2%	2	0%	0	-3%	-7%	2%
COc1ccc(NC(=O)c2oc3ccc(S(=O)(=O)N4CCOCC4)cc3c2C)cc1	9&-7	-1%	-7%	22	-1%	64	1%&-6%	?	-1%
CCCCC(=O)Nc1ccc(NC(=O)c2cccs2)cn1	0	-17%	3%	-9	11%	-26	16%	7%	0%
O=c1cc(CO)oc(CN2CCN(Cc3ccccc3)CC2)c1O	0	16%	-7%	20	9%	18	3%	10%	-10%
O=C(COC(=O)c1nsc(Cl)c1Cl)NC1CCCC1	8	0%	-14%	5	-2%	-6	0%	-1%	1%
OCC1(Cc2ccccc2C(F)(F)F)CCN(Cc2ccc3c(c2)CCO3)CC1	-10	-6%	-5%	0	-3%	-1	-2%	1%	-3%
CN(CC(=O)N1CCCCC1)S(=O)(=O)c1cccc2cccnc12	5	0%	-2%	1	1%	1	-9%	-9%	10%
O=Cc1c(NCc2ccc(Cl)cc2)c2ccccc2[nH]c1=O	-10	-2%	-4%	-9	-6%	1	4%	-1%	-7%
Cc1cc(C(=O)NNC(=O)c2cccs2)c(C)o1	13	0%[9.24 µM]	-12%	-12	5%	2	23%	9%	-5%

As a short view, part of the list above.
SMILES	D3 ag	HT1080-NT tox	SW480 rerep	IL-1B inflam inh	HT1080 IDH1KD tx	D3 antag	KB-3-1 cytotox	KB-V1 MDR tox	GLP-1R agonist
CCOC(=O)C1CCN(S(=O)(=O)c2cccc(-c3cn4ccccc4n3)c2)CC1	0	1%	-5%	13	-7%	2	-24%	-9%	27%
N#CCC1(O)C(=O)N(Cc2ccccc2)c2ccccc21 (stereo not given)	8	2%	·	22	5%	6	10%	54%	9%
O=C(COc1cccc2ccccc12)Nc1nc2ccccc2[nH]1	0	-22%	1%	23	?	32	3%	4%	-5%
CCOC(=O)/C=C/c1cccc(C)c1O	4	22%	·	2	26%	1	?	-9%	·
Cc1ccc2nc(-c3ccncc3)cc(C(=O)Nc3ccc4c(c3)OCCO4)c2c1	5	?	?	3	9.2µM*	41	?	?	17%
Cn1c(=O)c2c(ncn2CC(=O)N/N=C/C=C\c2ccccc2[N+](=O)[O-])n(C)c1=O	-2	3%	-5%	17	0%	10	-1%	-4%	-1%
CC1CCCC(C)N1CCCNC(=O)c1nn(C)c2c1CSc1ccccc1-2 (stereo not given)	-4	-1%	?	?	17%	-9	-3%	-5%	-7%
COc1ccc(S(=O)(=O)N(CC(=O)NCCSc2ccccn2)c2ccccc2)cc1	2	-17%	5%	17	0%	9	-5%	-16%	5%
Cc1cccc(NC(=O)[C@H](Cc2ccccc2)NC(=O)OCc2ccccc2)c1	-5	-5%	·	0	-3%	0	0%	?	3%
Cc1cc2c(cc1C)-c1nnnn1C(N1CCCCC1)C(=O)N2 (stereo not given)	-8	1%	·	29	1%	-12	-17%	?	·
COc1ccccc1NC(=O)N1CCCC1C(=O)NCc1ccccc1F (stereo not given)	-3	18%	-18%	5	20%	-12	-2%	-3%	1%
COc1ccc(C(=O)N2CCN(Cc3ccc4c(c3)OCO4)CC2)cc1OC	-10	-1%	-4%	16	?	-6	-27%	-22%	7%

(next part)
SMILES	D3 ag	HT1080-NT tox	SW480 rerep	IL-1B inflam inh	HT1080 IDH1KD tx	D3 antag	KB-3-1 cytotox	KB-V1 MDR tox	GLP-1R agonist
COc1ccc(C)c2sc(=NC(=O)C(C)C)n(C)c12	3	7%	-5%	21	8%	7	4%	1%	3%
Cc1ccc2nc(/C(C#N)=C\c3ccc(Oc4ccc(C(F)(F)F)cc4[N+](=O)[O-])cc3)[nH]c2c1	-6	?	13µM*	1	?	?	?	?	-6%
O=C1CCCN2N=C(SCC(=O)Nc3ccc(F)cc3F)SC2=N1	0	-3%	-13%	25	6%	11	-2%	?	11%
O=C(Nc1cccc(F)c1)N1CCN(C(=O)c2ccco2)CC1	11	0%	23%	-18	15%	5	22%	21%	-3%
CC(C)N(Cc1ccccc1)C(=O)CN1C(=O)NC2(CCCCCC2)C1=O	-2	1%	-2%	7	6%	-6	-3%	8%	8%
CCC1CCCCN1S(=O)(=O)c1ccc(C(=O)Nc2nnc(-c3cccs3)o2)cc1 (stereo not given)	-1	8.9µM*	?	33	14µM*	-75*	?	5µM*	-7%
COC(=O)C1=C(C)NC(=O)NC1c1c(O)ccc2ccccc12 (stereo not given)	2	0%	1%	-7	-2%	-14	17%	2%	-3%
CC/C(C)=N/NC(=O)c1[nH]c2ccc(C)cc2c1-c1ccccc1	2	?	?	39	?	-8	-10%	-2%	11%
COc1ccc(CCNC(=O)c2nnn(-c3ccccc3OC)c2N)cc1OC	4	8%	0%	-13	11%	8	26%	-29%	10%
CC(=O)OC[C@@H]1CN(Cc2ccccc2)C[C@H](n2cnc3c(NCc4ccc(F)cc4)ncnc32)O1	4	-6%	·	-3	12%	4	0%	-10%	6%
O=c1[nH]c(SCc2cccc(F)c2)nc2ccccc12	5	10%	?	-4	-3%	13	-1%	-2%	18%
Cc1cc(NS(=O)(=O)c2c(C)[nH]c(=O)[nH]c2=O)ccc1Br	3	-1%	-1%	-1	-3%	-1	-3%	-9%	-2%
NC(=O)CC1(CC(=O)O)CCCCC1	10	-5%	-4%	7	13%	10	0%	?	-8%
CCOc1cc(/C=N/n2cnnc2)ccc1OS(=O)(=O)c1ccc(C)cc1	-2	-23%	12%	47	-1%	1	1%	-23%	20%
CCc1nc2c(OCCn3cccc3)cccn2c1N(C)C(=O)c1ccc(OC)cc1	1	7%	·	-4	14%	0	0%	2%	-7%
O=C(Nc1nc2ccc(S(=O)(=O)N3CCCC3)cc2s1)c1ccco1	-3	4%	-3%	-1	-2%	-18	-2%	1%	7%
Cc1occc1C(=O)N/N=C/c1cccnc1	-10	-4%	0%	13	-16%	-15	-8%	-22%	-5%
O=C(NCC(c1ccco1)N1CCN(c2ccc(F)cc2)CC1)C(=O)NC1CCCC1 (stereo not given)	-3	9%	-40%[inhibitor]	-2	3%	8	3%	0%	-4%
CN1CCN(c2nc3c(c(=O)n(C)c(=O)n3C)n2Cc2cccc(Br)c2)CC1	1	-5%	-22%	?	-4%	-25	4%	-13%	0%
Nn1c(SCC(=O)NNC(=O)c2ccccc2)nnc1-c1ccccc1F	9	4%	-278%[inhibitor]	13	10%	6	5%	12%	5%
Clc1cccc(Cl)c1Cn1cc(Br)cn1	-11	0%	-4%	-1	?	-4	-10%	3%	15%
COC(=O)C(C(=O)Nc1ccccc1C)C1CCCC1 (stereo not given)	-4	11%	-4%[9.22 µM]	6	14%	-3	1%	-4%	-2%
CCCCN1CCc2c([nH]c3ccccc23)C1=O	1	4%	-5%	-1	12%	-24	18%	-6%	1%
CCOc1cc(C(=O)NC(C)COC)cc(OCC)c1OCC (stereo not given)	2	5%	-8%	-6	3%	0	-4%	?	0%
Cc1cccc(OCC(=O)NNC(=O)c2cc3ccccc3oc2=O)c1	-1	-2%	-6%	-7	-3%[9.24 µM]	20	-2%	?	-4%

Source: PubChem
